OXTR potentiate: human OXTR potentiators, primary screen, fluorescence, CHO-OTR cells, Fluo-8 calcium; Oxytocin receptor (Homo sapiens), P30559; AID 2445, 2010; activation, % at 3 µM; 320,000 tested, 0.061% active; Fluo-8 calcium fluorescence, potentiator mode; 0% = oxytocin EC15, 100% = EC100;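 active = activation above that plate's cutoff, the mean activation of tested compounds plus 3 SD, cut at about 6.6% in these data, passing the limit was not always enough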;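 note: 100% uses oxytocin at 75 nM as the full agonist control; some results filed as inactive read as strong as hits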
Target sequence (P30559 whole entry, looked up): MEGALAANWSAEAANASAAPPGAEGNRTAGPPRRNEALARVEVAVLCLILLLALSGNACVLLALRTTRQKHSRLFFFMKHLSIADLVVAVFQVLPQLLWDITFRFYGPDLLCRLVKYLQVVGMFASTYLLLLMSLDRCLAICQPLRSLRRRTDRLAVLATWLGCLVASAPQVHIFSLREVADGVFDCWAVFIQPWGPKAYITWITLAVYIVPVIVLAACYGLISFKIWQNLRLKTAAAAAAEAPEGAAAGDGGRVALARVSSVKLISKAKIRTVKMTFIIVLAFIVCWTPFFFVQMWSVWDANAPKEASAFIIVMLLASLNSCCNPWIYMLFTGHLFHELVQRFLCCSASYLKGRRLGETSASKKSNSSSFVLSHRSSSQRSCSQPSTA
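Assay system: CHO cell line stably expressing human OTR. Reagent: EC15 oxytocin agonist. Dosing: single dose, 3.0 µM nominal final compound concentration. Timing: compound 6 min at room temperature before oxytocin, 100 s read. Signal: kinetic Fluo-8 calcium fluorescence. Controls: oxytocin EC15 low and EC100 high.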
CHO parental Ca: ATP-evoked calcium signal inhibitors, parental CHO, primary screen, counter-screen for OX1R antagonist project, cell-based, fluorescence, Fluo-8 calcium dye | parental CHO-K1, ATP-induced calcium, Fluo-8 fluorescence | inhibition, % at 5.6 µM | 330,000 tested, 0.63% active;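 active = inhibition above that plate's mean sample inhibition plus 3 SD, cut at about 26% in these data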;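 note: 0% = ATP-challenged DMSO wells and 100% = DMSO wells without ATP; some compounds past the cut are filed as inactive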
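Test system: untransfected parental CHO cell line; also added: ATP stimulus; dosing: 5.6 µM, single dose; signal: calcium-sensitive Fluo-8 fluorescence; measure: percent inhibition of ATP-evoked calcium rise, normalized to controls; benchmarks: low control ATP plus DMSO, high control DMSO only; replication: one well per compound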
TAAR1 agonist: human TAAR1 agonists, primary screen, Fluo-8 calcium fluorescence, CHO RD-HGA16 cells; vehicle wells 0%, saturating PEA agonist 100%; activation, % at 3 µM; 360,000 tested, 0.99% active; AID 624467, 2012;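 active = activation above the mean activation of all test compounds in the run plus 3 SD, cut at about 38% in these data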
Target sequence (Q96RJ0 whole entry, looked up): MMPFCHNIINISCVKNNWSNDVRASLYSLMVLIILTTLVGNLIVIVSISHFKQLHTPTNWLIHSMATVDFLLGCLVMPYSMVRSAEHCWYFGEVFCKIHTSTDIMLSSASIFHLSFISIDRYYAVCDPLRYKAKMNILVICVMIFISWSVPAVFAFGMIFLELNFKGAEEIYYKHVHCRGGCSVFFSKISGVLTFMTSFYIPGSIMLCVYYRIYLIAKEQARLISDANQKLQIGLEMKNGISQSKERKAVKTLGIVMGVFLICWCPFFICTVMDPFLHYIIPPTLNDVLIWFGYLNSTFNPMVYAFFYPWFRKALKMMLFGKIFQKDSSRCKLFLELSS
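System: CHO RD-HGA16 cells carrying human TAAR1 plus Gα16; Incubation: 17-24 h seeding, 75 min 37 °C dye, 30 min RT; Measured by: Fluo-8 fluorescence, 5 s baseline then 140 s kinetic read; Control set: DMSO and PEA EC100; Replication: single well for each compound.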
CHRM1 agonist: human M1 muscarinic receptor agonists, primary screen, Fluo-8 calcium fluorescence, CHO-K1 cells, HTS; AID 588814, 2011; Muscarinic acetylcholine receptor M1 (Homo sapiens), P11229; 360,000 tested, 0.33% active; activation, % at 3 µM; CHO-K1 hM1, agonist mode; 0% DMSO, 100% acetylcholine EC100;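 active = activation above the run's mean compound activation plus 3 SD, cut at about 16% in these data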;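 note: peak over basal fluorescence ratio within a 140 s kinetic read after compound addition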
CHRM1 antagonist: human M1 muscarinic receptor antagonists, primary screen, CHO-K1 cells, Fluo-8 calcium fluorescence, 1536-well; Muscarinic acetylcholine receptor M1 (Homo sapiens), P11229; AID 588852, 2011; inhibition, % at 3 µM; CHO-K1 hM1, ACh EC80 antagonist; 360,000 tested, 1.3% active;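 active = percent inhibition above its own plate's cutoff, namely the mean of that plate's compound wells plus 3 SD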;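 note: peak over basal fluorescence ratio during 140 s after agonist addition; 0% = ACh EC80 plus DMSO and 100% = DMSO alone without agonist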
TAAR1 antag: human TAAR1 antagonists, primary screen, Fluo-8 calcium fluorescence, CHO RD-HGA16 cells; inhibition, % at 3 µM; Trace amine-associated receptor 1 (Homo sapiens), Q96RJ0; 360,000 tested, 1.5% active; antagonist;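 active = inhibition above a per-plate cutoff, the mean inhibition of test compounds on that plate plus 3 SD, cut at about 49% in these data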;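 note: 0% = DMSO plus EC80 beta-PEA response and 100% = DMSO alone without agonist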
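Test system – hTAAR1-expressing CHO RD-HGA16 cells, Gα16-coupled · Also added – β-PEA at EC80 concentration, post-compound challenge · Compound – 3 µM, single point · Incubation – dye loading 75 min at 37 °C, then 30 min room temperature · Measured by – Fluo-8 intracellular calcium dye fluorescence, real-time kinetic reads · Benchmarks – vehicle and agonist controls · Replicates – singlicate, one well per test compound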
OXTR agonist: human OXTR agonists, primary screen, fluorescence, CHO-OTR cells, Fluo-8 calcium | activation, % at 3 µM | 320,000 tested, 0.32% active | Fluo-8 calcium fluorescence; normalized: DMSO 0%, oxytocin 100%;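 active = activation above the mean of all tested compounds plus 3 SD, cutoff set per screening run, cut at about 20% in these data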;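 note: peak over basal fluorescence ratio from a 100 s FLIPR kinetic read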
M1 PAM: human M1 muscarinic receptor positive allosteric modulators, primary screen, CHO-K1 cells, Fluo-8 calcium fluorescence, 1536-well. CHO-K1 hM1, ACh EC20; 0% = ACh EC20, 100% = maximal ACh. activation, % at 3 µM. 360,000 tested, 0.088% active. Muscarinic acetylcholine receptor M1 (Homo sapiens), P11229; in the data active = activation above about 19%, passing the limit was not always enough
V1aR counter: agonists of human V1a receptor, primary screen, counter-screen for OXTR agonist project, fluorescence, CHO-V1R cells | Vasopressin V1a receptor (Homo sapiens), P37288 | Fluo-8 calcium fluorescence, agonist mode; 0% DMSO, 100% 3 nM vasopressin | activation, % at 3 µM | 320,000 tested, 0.25% active | AID 2797, 2010;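 active = activation above the mean activation of all tested compounds plus 3 SD, per screening run, cut at about 20% in these data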;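 note: signal is peak over basal fluorescence ratio across a 100 second FLIPR read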
The depositor's hits bear a star; x = not tested or not shown.

SMILES | OXTR potentiate | CHO parental Ca | TAAR1 agonist | CHRM1 agonist | CHRM1 antagonist | TAAR1 antag | OXTR agonist | M1 PAM | V1aR counter
COc1ccccc1N1CCN(C(=O)C2CCN(S(=O)(=O)N3CCOCC3)CC2)CC1 | x | x | 10 | -1 | 4 | 4 | x | 0 | x
CCn1cc(SCC(=O)N2CCOCC2)c2ccccc21 | -2 | -2 | 0 | 6 | -16 | 3 | -0.9 | 21 | 0.8
Cc1ccc2nc(-c3cccc(NC(=O)c4ccco4)c3)[nH]c2c1 | -5 | -29 | 9 | -4 | -25 | 38 | -1.8 | 1 | -0.9
Cn1c(=O)n(C)c2cc(NS(=O)(=O)c3ccccc3)ccc21 | -1 | -2 | x | -1 | -3 | x | -0.4 | 6 | 0.6
COC(=O)C(NS(=O)(=O)c1ccc(C)cc1)c1ccccc1 (stereo not drawn) | -14 | -14 | 7 | -6 | -6 | 8 | -0.8 | 3 | 0.5
CCOc1ccc(/C=C(\C)C(=O)c2c(C)cc(C)[nH]c2=O)cc1 | 4 | -20 | -1 | -3 | -15 | -32 | -0.3 | 10 | -0.7
COc1ccc2[nH]c3c(c2c1)CCN1C(=O)C(CC(=O)NCCC2=CCCCC2)C[C@H](C(=O)N2CCCCC2)[C@@]31CCc1ccccc1 (stereo partly drawn) | x | -22 | 2 | -3 | -14 | -27 | x | 8 | x
COc1ccc(NC2CC(=O)N(C(C)C)C2=O)cc1 (stereo not drawn) | -9 | -18 | 0 | -4 | -3 | -6 | -0.3 | 6 | 0.4
CC(C(=O)Nc1sc2c(c1C#N)CCCCC2)N1C(=O)c2ccccc2C1=O (stereo not drawn) | -3 | -13 | 0 | -4 | 0 | -6 | -1.2 | 1 | 0.9
CCN(CC)C(=S)SCC(=O)c1ccccc1 | -7 | -15 | 16 | -5 | 7 | 11 | -1.4 | 3 | -2.1
COc1ccccc1CCNC(=O)C(=O)NCC1OCCN1S(=O)(=O)c1cccs1 (stereo not drawn) | -13 | -6 | 72* | -3 | -8 | -5 | 2.6 | 3 | 0.9
CC(C)c1ccc(/C=C/C(=O)N2CCOCC2)cc1 | x | x | 5 | -1 | -7 | -19 | x | 6 | x
O=C(CSCc1ccc(Cl)cc1)Nc1cccc(C(=O)Nc2ccccc2C(=O)O)c1 | -9 | -6 | 3 | 1 | -23 | -16 | -1.1 | 13 | -0.1
CC(=O)c1c(N)[nH]c(-c2ccccc2)nc1=S | -12 | 4 | x | -2 | -26 | x | 1.6 | -1 | 0.4
CCc1nnc(NS(=O)(=O)c2ccc(NC(=O)c3ccccc3C)cc2)s1 | 0 | -1 | 6 | -3 | -7 | -15 | -0.5 | 5 | 0.8
C=CCn1c(CCNC(=O)c2cccs2)nnc1SCC(=O)Nc1cccc(F)c1 | 5 | -15 | 9 | -6 | -4 | -1 | -0.9 | 6 | 0.2
COc1ccccc1NS(=O)(=O)c1cccc(C(=O)N/N=C/c2ccc(N3CCOCC3)cc2)c1 | -3 | -13 | 2 | -8 | -2 | 10 | 0.5 | 2 | 3.2
Nc1nc(SCC(=O)Nc2ccc(Cl)cc2)[nH]c(=O)c1-c1ccccc1 | -8 | -15 | 9 | -3 | -2 | 11 | 0.1 | 10 | 1.1
CN(c1ccccc1C(=O)Nc1ccc2c(c1)OCO2)S(C)(=O)=O | -4 | -5 | 0 | -4 | -7 | 2 | 0.5 | 6 | 0.4
COc1ccc(/C=C(/NC(=O)c2ccc(OC)c(OC)c2)C(=O)NCCc2c[nH]c3ccccc23)cc1 | -9 | -25 | 0 | -5 | -4 | 2 | -0.5 | 10 | 1.6
O=C(CCCl)N1CCN(c2nc(-c3ccccc3)cs2)CC1 | -1 | -12 | -1 | 2 | -1 | -20 | 0.4 | 5 | 0.3
O=C(O)c1ccc(NS(=O)(=O)c2ccc(Cl)c(C(=O)Nc3ccccc3[N+](=O)[O-])c2)cc1 | 3 | -6 | 1 | -1 | -7 | -25 | 0.6 | 9 | 1.1
CNC(=O)COC(=O)c1cc2c(C)nn(-c3ccc(F)cc3)c2s1 | -2 | -16 | 2 | -1 | 6 | -18 | 0.3 | 1 | -0.4
CC(=C/c1ccccc1)/C=N/NC(=O)CSc1nc(C)cc(C)n1 | -14 | -3 | 8 | -2 | 1 | 12 | 5.9 | -7 | 8.0
O=C(c1cncc(Br)c1)N1CCN(c2ccc([N+](=O)[O-])cc2)CC1 | -11 | -4 | 0 | -13 | 26 | 3 | 0.2 | -20 | 1.7
O=C(CSc1nc(=O)n(CCCN2CCOCC2)c2c1CCCC2)Nc1ccc(F)c(F)c1 | 0 | -29 | 1 | -8 | 8 | -28 | 1.1 | -11 | -0.6
S=C(NCc1ccccc1)Nc1cccc(Cl)c1 | -9 | -3 | 6 | -6 | 1 | -2 | 7.1 | -10 | 8.8
CSc1ccc(CCNC(=O)CN2C(=O)c3cccnc3Oc3ccc(C)cc32)cc1 | -10 | -26 | 8 | -1 | 19 | 74* | 2.3 | -5 | 3.8
CCCCn1nc2cc(C(=O)N[C@H](C)C3CCCCC3)ccc2c1OCC | 8 | -34 | 8 | -9 | -6 | -1 | -2.8 | 1 | -1.4
CCN1CCN(c2ccc(N3CCN(S(=O)(=O)c4cc([N+](=O)[O-])ccc4C)CC3)nn2)CC1 | -3 | -8 | 2 | -8 | 40* | -23 | 1.7 | -26 | 0.7
COC(C[C@H](O)C[C@H](O)COCc1ccccc1)OC | x | x | 10 | -2 | 3 | -8 | x | -1 | x
O=C(CCNC(=O)c1ccco1)NCc1ccccc1 | -17 | -6 | 17 | -3 | -13 | 5 | 0.2 | 4 | 1.1
O=C(O)c1ccc(S(=O)(=O)c2ccc3c(c2)C(=O)N(NC(=O)c2ccc(O)cc2)C3=O)cc1 | -1 | 8 | 2 | -10 | 1 | -13 | 0.6 | 7 | 1.0
Cc1cccc(N(C(=O)CCC(=O)Nc2cccnc2)C(C(=O)NC2CCCC2)c2ccncc2)c1 (stereo not drawn) | -5 | 0 | 0 | -3 | 4 | 2 | 0.3 | -1 | 0.3
CC(C)(C)c1cc(C(=O)NCc2cccnc2)ccn1 | 5 | -3 | 3 | 0 | -7 | 8 | -0.1 | 5 | 0.6
CCN1CCc2c(sc(NC(=O)C3COc4ccccc4O3)c2C(N)=O)C1 (stereo not drawn) | -1 | -14 | 4 | -5 | -12 | -14 | 1.0 | 10 | 3.5
CC(C)CCn1c(NCCc2ccccc2)nc2c1c(=O)n(C)c(=O)n2C | -2 | -21 | 12 | -8 | -19 | 4 | -0.9 | 9 | -2.2
Nc1ccccc1C(=O)NCc1ccccc1 | -9 | 8 | 9 | 0 | -44 | 3 | -0.6 | 7 | 1.5
Cc1ccccc1CN1CCC(n2nccc2NC(=O)c2ccc3c(c2)OCO3)CC1 | -7 | -8 | 5 | -2 | -18 | -13 | 0.6 | 9 | 0.1
COC(=O)C1=C(C)N(Cc2ccc(C)cc2)C(=O)/C1=C\c1cc(OC)c(OC)c(OC)c1 | -1 | -18 | -3 | -4 | -7 | 5 | -1.6 | 4 | -0.7

Whole records as entered above:
Record of COc1ccccc1NS(=O)(=O)c1cccc(C(=O)N/N=C/c2ccc(N3CCOCC3)cc2)c1 → OXTR potentiate: -3; CHO parental Ca: -13; TAAR1 agonist: 2; CHRM1 agonist: -8; CHRM1 antagonist: -2; TAAR1 antag: 10; OXTR agonist: 0.5; M1 PAM: 2; V1aR counter: 3.2
Record of COC(C[C@H](O)C[C@H](O)COCc1ccccc1)OC → OXTR potentiate: x; CHO parental Ca: x; TAAR1 agonist: 10; CHRM1 agonist: -2; CHRM1 antagonist: 3; TAAR1 antag: -8; OXTR agonist: x; M1 PAM: -1; V1aR counter: x

The results go on.
SMILES | OXTR potentiate | CHO parental Ca | TAAR1 agonist | CHRM1 agonist | CHRM1 antagonist | TAAR1 antag | OXTR agonist | M1 PAM | V1aR counter
COc1cc(/C=N/NC(=O)c2cccc([N+](=O)[O-])c2)ccc1O | -1 | -4 | 0 | -3 | -10 | 24 | -0.9 | 9 | 0.1
O=C(N/N=C\c1ccc(Cl)cc1)c1sccc1-n1cccc1 | -7 | 0 | 27 | -3 | -13 | 17 | -2.5 | -5 | -0.2
CC(C)N(Cc1cc2ccccc2[nH]c1=O)C(=O)c1cccnc1 | -4 | -8 | 4 | -3 | 12 | -7 | -0.4 | -5 | 0.1
Cc1c(Cl)cccc1NC(=S)NCCc1ccc(F)cc1 | -6 | -13 | 4 | -2 | -6 | 2 | 0.2 | -1 | 3.8
CN(C)c1ccc(/C=C2\SC(N3CCCCC3)=NC2=O)cc1 | -12 | 3 | 4 | 2 | 12 | -8 | 9.4 | -3 | 13
CC(C)(C)C(=O)N1CCN(c2nc3ccc(Br)cc3s2)CC1 | -10 | 2 | 0 | -1 | 9 | 20 | 1.7 | -6 | 2.5
O=C(Nc1cccc(NC(=O)c2ccco2)c1)c1ccccc1 | -3 | -21 | -1 | -4 | 2 | -1 | 2.4 | -1 | 1.4
C[C@]12C(=O)N(c3ccccc3)C(=O)N1[C@H]1c3ccccc3OC[C@@H]1[C@H]2c1ccccc1 | 3 | -23 | -1 | -4 | 17 | 11 | -0.6 | -7 | 1.1
COc1ccc(/C=N/N2C(C)CCCC2C)cc1OC (stereo not drawn) | -2 | -10 | 6 | 1 | -4 | -21 | -0.2 | 0 | -1.0
Oc1ccccc1Nc1nc(NCC2CCCO2)c2ccccc2n1 (stereo not drawn) | -6 | -14 | 11 | -3 | 4 | 7 | 1.8 | -4 | 1.6
Cc1ccc(O)c(CNc2ccccn2)c1 | -13 | -7 | 10 | -6 | -4 | 12 | -0.5 | 5 | -0.7
Cc1cc([N+](=O)[O-])ccc1NC(=O)CSc1nncn1-c1ccccn1 | 2 | -6 | 0 | -3 | -2 | -3 | 0.6 | 5 | 0.6
Cc1cccc(NC(=S)NC(=O)/C=C/c2ccccc2)n1 | -2 | -20 | 2 | -8 | -7 | 15 | -0.6 | 1 | 0.5
O=S(=O)(NC1CCCC1)c1ccccc1Cl | 0 | -13 | 5 | -7 | -12 | 3 | -0.5 | 6 | -1.1

Screening data: PubChem BioAssay, The Scripps Research Institute Molecular Screening Center
